HTR5A ag ctr – activates human HTR5A in OPRM1-OPRD1 agonist counter-screen | P47898 | HTR5A agonist assay, luminescence, cell-based | activation, % at 9.3 µM | 340,000 tested, 0.61% active; in the data active means activation mostly above about 9.5%, no sharp cut-off; inactive means mostly below about 7.6%;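 further: 0% = cells with vehicle only and 100% = reference agonist; strong numbers were not always called active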
Target sequence (P47898 whole entry, looked up): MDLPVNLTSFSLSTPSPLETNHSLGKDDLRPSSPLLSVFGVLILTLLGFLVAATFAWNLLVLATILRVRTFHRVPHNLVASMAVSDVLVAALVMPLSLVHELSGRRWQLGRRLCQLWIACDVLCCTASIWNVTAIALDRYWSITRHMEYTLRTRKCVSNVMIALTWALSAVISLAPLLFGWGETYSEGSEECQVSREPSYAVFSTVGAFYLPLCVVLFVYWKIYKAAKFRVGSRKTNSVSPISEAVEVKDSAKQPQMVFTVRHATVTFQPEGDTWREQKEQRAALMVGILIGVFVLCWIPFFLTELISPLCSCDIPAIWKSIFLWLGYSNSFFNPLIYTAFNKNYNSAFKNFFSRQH
SUMO Mot1 rescue – blocks SUMOylation pathway, rescuing yeast Mot1-301 growth; 320,000 tested, 1% active; S. cerevisiae Mot1-301 growth rescue, ATP luminescence, 38.5C; percent above DMSO median, 100 means doubled; growth rescue, % at 18.8 µM; AID 2716;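 active means every valid replicate shows activation above 250% relative to neutral control wells; inactive means the rest, any valid replicate at or below 250%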;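 further: OY570 slx delta 5 strain wells were the positive control but not used for scaling; some compounds called inactive have numbers as strong as hits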
PKA-R2B act – PKA-R2B complex activation | PKA-R2B holoenzyme dissociation, Cy5-IP20 fluorescence polarization; R2B truncated from residue 108, S112A mutant; 0% DMSO only, 100% 113 µM cGMP | 340,000 tested, 0.079% active | activation, % at 11.4 µM | P22694+P31323;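 active means activation above a cutoff set at the mean over all compounds plus 3 SD, cut at about 18% in these data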;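 further: higher means more holoenzyme dissociation and a rise in polarization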
phage Ecoli inh – E. coli growth loss with phage present; 360,000 tested, 0.26% active; growth absorbance; AID 651602; inhibition, % at 11.9 µM; in the data active means inhibition above about 11%
DAGLB inh – diacylglycerol lipase beta (human) inhibition. 340,000 tested, 0.059% active. Q8NCG7. AID 504411. inhibition, % at 5.17 µM. HEK293T DAGLB membrane lysate, EnzChek fluorogenic substrate; in the data active means inhibition above about 34%;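 further: 0% = enzyme with vehicle and 100% = wells lacking enzyme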
Target sequence (Q8NCG7 whole entry, looked up): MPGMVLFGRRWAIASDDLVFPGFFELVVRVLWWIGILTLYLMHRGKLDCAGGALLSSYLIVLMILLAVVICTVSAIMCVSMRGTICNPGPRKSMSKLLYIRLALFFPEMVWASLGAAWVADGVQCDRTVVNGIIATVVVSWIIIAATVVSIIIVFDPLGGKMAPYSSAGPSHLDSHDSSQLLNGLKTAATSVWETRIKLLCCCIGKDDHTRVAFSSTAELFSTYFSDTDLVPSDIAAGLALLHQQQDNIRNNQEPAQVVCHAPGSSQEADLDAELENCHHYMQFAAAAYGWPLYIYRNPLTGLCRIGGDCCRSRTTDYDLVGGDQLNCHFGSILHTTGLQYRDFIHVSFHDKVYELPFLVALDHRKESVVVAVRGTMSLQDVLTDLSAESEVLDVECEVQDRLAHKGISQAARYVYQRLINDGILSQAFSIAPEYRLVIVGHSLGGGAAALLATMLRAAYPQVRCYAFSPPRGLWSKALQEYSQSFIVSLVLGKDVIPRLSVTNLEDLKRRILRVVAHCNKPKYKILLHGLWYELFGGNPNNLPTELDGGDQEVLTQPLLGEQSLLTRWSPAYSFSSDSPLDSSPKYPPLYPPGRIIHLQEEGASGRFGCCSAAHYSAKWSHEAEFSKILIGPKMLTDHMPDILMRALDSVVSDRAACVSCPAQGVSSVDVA
HTR5A inv ag – HTR5A inverse agonism, opioid heterodimer counter-screen; P47898; HTR5A cell line, luminescence; inhibition, % at 9.3 µM; 340,000 tested, 0.083% active; AID 504634; in the data active means inhibition mostly above about 23%, no sharp cut-off; inactive means mostly below about 18%;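 further: 0% = cells with DMSO and 100% = no-cell wells with DMSO; some compounds called inactive have numbers as strong as hits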
PKA-R1A activ – activators of PKA-R1A complex | activation, % at 11.4 µM | PKA-R1A dissociation, Cy5-IP20 fluorescence polarization; scaled: DMSO 0%, 113 µM cGMP 100% | 340,000 tested, 0.083% active | P00514+P68181;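 active means percent activation above the mean of all tested compounds plus 3 SD, cut at about 19% in these data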;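 further: higher means more PKAc released from R1A so a rise in polarization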
E coli growth – counter-screen for AddAB inhibitors: E. coli growth inhibition; E. coli V3065 growth, OD600 absorbance, 18 h; inhibition, % at 11.9 µM; 330,000 tested, 0.27% active;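 active means inhibition above the campaign's mean inhibition across all tested compounds plus 3 SD, cut at about 9.9% in these data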;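 further: uninfected addAB+ strain grown without phage in ampicillin broth; 0% = DMSO wells and 100% = ciprofloxacin 0.95 µg/ml wells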
CDK5 p35 inh – CDK5/p35 (human) kinase inhibition. Recombinant CDK5/p35, ADP-Glo luminescence, 60 min. inhibition, % at 10 µM. 330,000 tested, 0.01% active. AID 488839;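 active means highest replicate inhibition of at least 50% and at least 75% of replicates reaching 50%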;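 further: plate controls were DMSO neutral control for no effect and GW8510 at 10 µM for full effect; many of its hits are not listed in these tables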
AddAB inh – less growth of phage-infected E. coli with AddAB. AID 435030. E. coli expressing H. pylori AddAB, absorbance growth. inhibition, % at 11.9 µM. 330,000 tested, 0.29% active; in the data active means inhibition above about 12%;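 further: 0% = vehicle wells of infected cells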
Tat transport – blocks Tat-dependent protein export in E. coli; AID 488895; E. coli MC4100 TorA-mCherry Tat export, fluorescence; inhibition, % at 10 µM; 340,000 tested, 0.036% active;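 active means mean replicate inhibition at least 50% and at least half of replicates individually reaching 50%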;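 further: exported cargo escapes ClpAP degradation while cytoplasmic cargo is degraded and loses fluorescence; 0% = median of neutral control wells and 100% = median of NaSCN control wells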
An asterisk follows results filed as active; i = inactive; / = no result given; & = joins results of further samples. Rows are unselected. Share with any hit: about 2.3%.

cpd	Structure	HTR5A ag ctr	SUMO Mot1 rescue	PKA-R2B act	phage Ecoli inh	DAGLB inh	HTR5A inv ag	PKA-R1A activ	E coli growth	CDK5 p35 inh	AddAB inh	Tat transport
1	OCCCn1c(-c2ccccc2)csc1=Nc1ccccc1	3	3	-6	2.8	1	-8	0	1.0	-0.8	-0.1	-8
2	CN(CC(=O)Nc1ccccc1C(=O)NC1CC1)Cc1ccc(Cl)s1	5	-10	-8	3.6	0	-13	-9	-3.9	-0.6	0.6	5
3	O=C(CCC1CCCCC1)Nc1ccc(C(=O)c2ccncc2)cc1	0	1	-2	4.1	-2	-1	2	1.1	0.7	0.0	4
4	CC(C)CC(=O)NC(=S)Nc1cccc2nsnc12	-2	/	-12	0.8	-2	5	-17	/	0.8	/	5
5	c1ccc(OCCCCN2CCOCC2)cc1	1	/	-8	1.3	1	6	5	-1.6	2.2	-1.2	3
6	CCCOc1ccc(-c2c(C(=O)N/N=C/c3ccc(C)o3)nnn2-c2nonc2N)cc1	9.8*	-2	-5	-1.6	3	-37	-4	-1.9	0.0	0.2	0
7	Cc1ccc(C(=O)NC(=S)N2CCN(c3ccccc3F)CC2)cc1	5	5	-2	-1.0	-6	2	1	-5.1	-0.7	-3.0	0
8	Cc1cc(NC(=O)CCNS(=O)(=O)c2ccc3[nH]c(=O)oc3c2)ccc1Br	-5	-13	1	-0.3	-1	-13	13	2.8	0.4	1.7	-1
9	CN(C)C(CNC(=O)c1cnc(Cl)c(Cl)c1)c1ccccc1 (stereo not drawn)	-1	-1	-8	-2.3	1	3	-6	0.2	0.6	1.9	5
10	Cc1c(NC(=O)C(Sc2ccccc2)c2ccccc2)cccc1[N+](=O)[O-] (stereo not drawn)	0	3	-3	1.7	-8	-5	-7	0.8	2.2	2.6	5
11	CC(=O)Nc1ccc(S(=O)(=O)N2CCC(c3nc4ccccc4[nH]3)CC2)cc1	0	/	-1	0.9	-2	2	-10	-1.6	-1.0	0.2	-7
12	O=C(COC(=O)c1ccc(Cl)nc1)Nc1cccc(S(=O)(=O)N2CCCCC2)c1	0	-5	-8	-0.9	-1	3	4	-0.7	-0.8	0.1	2
13	O=C(NC1CCCC1)C(c1cccnc1)N(C(=O)c1ccco1)c1cccc(F)c1 (stereo not drawn)	-7	-16	8	3.6	1	18	2	-0.6	-0.3	1.8	-3
14	COc1ccccc1NS(=O)(=O)c1ccc(OC)c([N+](=O)[O-])c1	1	5	1	3.7	1	-4	-14	1.9	-1.6	0.2	-1
15	CCCCn1c2c(c3ccccc31)CCc1nonc1-2	2	-1	8	2.1	-9	-6	-1	1.2	-0.4	3.7	13
16	COc1ccc(Cn2ccnc2SCC(=O)Nc2nnc(C)s2)cc1	3	7	1	1.1	-1	24	-4	0.8	-1.3	0.2	-6
17	C=CCOC(=O)CCP(=O)(CCC(=O)OCC=C)c1ccccc1	-5	-9	4	3.7	3	-7	3	1.8	-0.5	2.7	8
18	O=C(Nc1cccc(C(=O)N2CCOCC2)c1)NC1CCCCC1	0	-28	2	2.3	-3	1	0	-0.4	-1.6	4.1	4
19	N#CC1CN(Cc2ccccc2)CN(Cc2ccccc2)C1	7	3	12	0.8	-8	14	1	-1.7	0.6	-1.8	9
20	CC(C)c1cc(C(=O)N/N=C/c2cccnc2)cs1	5	24	-2	1.8	1	-22	9	1.6	-2.1	2.3	-9
21	Cc1cccc(C)c1NC(=O)CNCC(=O)N(C)C	1	-3	2	2.0	4	-3	13	-0.4	0.9	1.5	-8
22	Clc1ccc(CN2CCSCC2)c(Cl)c1	0	-17	-10	2.5	-7	-2	-1	0.9	0.2	1.4	4
23	C=C(C)CSc1nnc(-c2cc(OC)c(OC)c(OC)c2)n1N	-3	8	-9	-0.3	0	-6	-11	0.1	0.0	-0.7	11
24	COc1cc(C)nc(OCCNC(=O)COc2ccc(Cl)cc2C)n1	-7	13	4	3.8	-1	20	-9	4.4	2.6	3.8	-3
25	CNC(=O)NCCN1CCCC1=O	2	1	-8	3.3	1	-7	2	1.2	-0.9	-0.2	4
26	O=C(COc1ccccc1)Nc1ccc(S(=O)(=O)N2CCCCCC2)cc1	-2	-9	-5	2.6	-5	6	-2	0.8	-0.2	4.3	-1
27	CC(C)CN1C(=O)C(=O)N(CC(=O)NC2CCCc3ccccc32)C1=O (stereo not drawn)	3	-21	-6	1.0	-1	-14	-6	-1.2	-0.5	1.6	4
28	CCc1cn(C2CC(O)C(CO)O2)c(=O)[nH]c1=O (stereo not drawn)	1	12	-11	12*	1	-3	-6	13*	0.4	20*	4
29	CCCOC(c1ccccc1)(c1ccc(C(F)(F)F)cc1)C(Oc1nc(C)cc(C)n1)C(=O)O (stereo not drawn)	6	9	-7	4.4	14	-22	-11	-2.3	0.3	0.4	9
30	Cc1cccc(Oc2nc3c(c(=O)n(C)c(=O)n3C)n2C)c1	3	-3	-4	2.2	-1	-25	7	1.1	-0.4	0.8	-1
31	O=c1c2ccccc2oc2c1oc1ccccc12	0	/	-4	0.7	-2	-1	-1	0.2	-1.2	0.9	-8
32	O=C(CSc1ccc(Cl)cc1)N1CCN(c2ccc([N+](=O)[O-])cc2Cl)CC1	-2	33	1	1.4	-7	23	2	-1.9	-1.9	0.0	9
33	CC1(C(=O)N(c2ccccc2)C(C(=O)NC2CCCC2)c2ccccn2)CC(=O)N=C2C=CC=CN21 (stereo not drawn)	1	-12	0	-2.4	2	10	9	-2.0	-1.4	2.2	-3
34	Cc1cc(Cl)c(C)c(S(=O)(=O)Oc2ccccc2NC(=O)CCC(=O)O)c1Cl	5	-19	3	-0.3	-4	8	-8	1.0	-0.6	3.3	1
35	CC(C)(C)C1CCc2onc(C(=O)Nc3ccc4c(c3)OCO4)c2C1 (stereo not drawn)	3	20	-7	-0.5	-1	-9	5	-1.3	-1.3	3.0	1
36	COc1ccc(CCOC(=O)c2ccc(NC(=O)CC#N)cc2)cc1	-1	17	4	1.4	-5	4	3	-1.4	1.0	-3.9	-2
37	CC(C)(C)NC(=O)C(c1ccc(F)cc1)N(CC1CCCO1)C(=O)c1csnn1 (stereo not drawn)	6	39	7	0.3	-4	-2	11	0.9	-0.4	2.4	-4
38	Cc1ccc(NC(=S)N/N=C/c2ccc([N+](=O)[O-])s2)cc1	-6	120	3	4.3	19	16	-18	7.7	3.7	12	-6
39	CC(=O)N1N=C(N)SC1(C)C	0	-10	-10	0.8	-1	2	3	1.0	-1.1	3.2	-4
40	COc1ccc(COC(=O)c2ccc(Cl)c(S(=O)(=O)N3CCOCC3)c2)cc1F	4	2	0	3.0	-6	11	2	0.6	0.5	-1.4	14
41	Cc1csc(=O)n1CCC(=O)OCC(=O)c1c(N)n(CC(C)C)c(=O)n(C)c1=O	9	73	1	1.9	2	-28	0	0.2	-2.4	2.5	-4
42	O=C(OCC(=O)C12CC3CC(CC(C3)C1)C2)c1ccc(O)cc1	1	34	-17	2.6	-4	-3	-7	2.4	1.5	3.0	-3
43	Cc1ccc(C(=O)/C=C/c2c(C)nn(-c3ccccc3)c2Cl)cc1	1	/	-2	4.1	-22	17	-6	/	-2.6	/	6
44	CCOc1ccc(NC(=O)CN(C)C(=O)CCCc2c[nH]c3ccccc23)cc1OCC	4	68	0	2.7	1	-10	2	0.5	1.6	1.8	11
45	COc1ccc(CCNC(=O)/C=C/c2ccco2)cc1	-1	16	-4	0.2	3	10	-2	1.8	-0.7	1.4	-4
46	O=C(COc1cccc(Cl)c1)Nc1ccccc1N1CCCCC1	-2	-5	-14	-1.3	-5	4	-6	-1.3	0.6	-1.1	3
47	O=C(CSc1nnc(-c2ccccc2O)o1)Oc1ccc(Br)cc1	-1	-22	-3	0.5	-5	3	-5	-2.7	-2.3	2.6	-4
48	COc1ccc(CN2CCC(Oc3cc(C(=O)NC4CC4)ccc3OC)CC2)c(O)c1	2	/	-6	3.5	1	-10	0	0.5	1.1	1.4	6
49	O=C(O)c1ccccc1NC(=O)c1ccccc1Nc1ccccc1	2	-16	-11	0.8	10	-9	-8	-0.3	2.1	-0.3	5
50	CS(=O)(=O)N(CC(=O)N1CCCCCC1)c1cccc([N+](=O)[O-])c1	13	0	5	0.2	-3	0	-5	-0.9	-0.5	-2.2	3
51	CCC(CC)NC(=O)c1ccc2nc[nH]c2c1	1	5	-18	2.2	-2	-6	-7	-1.3	0.7	0.9	3
52	O=C(C1CC1)N1CCC(c2nc(-c3ccc(S(=O)(=O)N4CCCC4)cc3)no2)CC1	2	-2	-4	3.1	0	-6	-5	0.2	1.4	-0.8	-7
53	CC1CCN(S(=O)(=O)c2ccc(NC(=O)[C@@H]3CCCN3C(=O)c3cccs3)cc2)CC1	2	-24	-5	-0.3	-2	-7	-5	0.7	-0.1	0.5	-3
54	O=C1c2ccccc2C(=O)N1CN(C(=O)COc1ccccc1)c1ccccc1	4	-6	6	1.0	-2	14	12	1.1	-0.7	0.1	0
55	c1ccc(CNc2ncnc3c2ncn3C2CCCCO2)cc1 (stereo not drawn)	-2	-2	i	i	1	5	i	-1.7	3.1	i	2
56	COc1ccc(OC)c(NC(=O)c2cn(C)c(=O)c3cc(OC)c(OC)cc23)c1	-1	1	-3	1.7	4	-17	-14	-1.7	1.4	3.4	1
57	O=C(O)c1ccccc1-c1nc2cc(Cl)ccc2c(=O)n1O	-1	3	-1	2.6	-1	4	7	1.3	-0.2	-0.2	4
58	O=C1N(c2ccccc2C(F)(F)F)OC1(Cc1ccccc1)c1ccccc1 (stereo not drawn)	3	4	-10	2.1	-5	-17	-2	0.5	-5.6	2.5	-8
59	COc1ccc(-c2nc(Cc3ccc(Cl)cc3)no2)cc1OC	3	11	-16	3.7	-12	-6	2	1.7	-0.3	5.5	2
60	COc1ccc(CNCCc2ccc([N+](=O)[O-])cc2)c(OC)c1OC	-1	245	6	2.9	-1	5	4	-0.6	2.1	-3.3	5

The results go on.
cpd	Structure	HTR5A ag ctr	SUMO Mot1 rescue	PKA-R2B act	phage Ecoli inh	DAGLB inh	HTR5A inv ag	PKA-R1A activ	E coli growth	CDK5 p35 inh	AddAB inh	Tat transport
61	N#Cc1cc(N)ccc1-n1cccc1	2	4	1	2.8	0	-4	-3	-1.2	0.0	2.6	1
62	Nc1ccc(NC(=O)c2cccc(C(=O)Nc3ccc(N)cc3Cl)c2)c(Cl)c1	6	1	6	2.5	-3	-20	-1	0.9	-0.2	-0.6	-9
63	CN(C(=S)NC(=O)C1CC1)c1ccc(O)cc1	0	-15	-2	1.4	-2	8	2	3.0	-0.2	-0.6	-1
64	CCOC(=O)c1oc2ccccc2c1CSc1nnnn1-c1ccc(C)cc1	3	1	-17	1.5	-13	-3	-15	-1.1	-1.3	2.8	12
65	O=[N+]([O-])c1ccc(O)c2ncccc12	1	109	-1	62*	4	-3	-6	67*	-0.9	64*	20&-29
66	Cc1noc(C)c1COc1ccc(C(=O)OCC(=O)NCCN2C(=O)CSC2=O)cc1	0	3	-1	1.8	-1	0	1	1.1	0.9	0.7	-7
67	COc1cc(SC)ccc1C(=O)N1CC(C)OC(C)C1 (stereo not drawn)	-1	-5	-14	4.3	0	4	3	-0.2	0.5	0.8	2

Screening data deposited in PubChem BioAssay by several laboratories.
